PPARg SRC-2 ag: agonists of SRC-2 recruitment by human PPARgamma; PPARgamma LBD-SRC-2 recruitment, biochemical; activation, % at 8 µM; actives 0.34% (n = 200,000); AID 1032; in the data active = activation above about 22%;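 also: 0% = vehicle and 100% = reference agonist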
Target sequence (P37231 whole entry, looked up, the tested form may be a part): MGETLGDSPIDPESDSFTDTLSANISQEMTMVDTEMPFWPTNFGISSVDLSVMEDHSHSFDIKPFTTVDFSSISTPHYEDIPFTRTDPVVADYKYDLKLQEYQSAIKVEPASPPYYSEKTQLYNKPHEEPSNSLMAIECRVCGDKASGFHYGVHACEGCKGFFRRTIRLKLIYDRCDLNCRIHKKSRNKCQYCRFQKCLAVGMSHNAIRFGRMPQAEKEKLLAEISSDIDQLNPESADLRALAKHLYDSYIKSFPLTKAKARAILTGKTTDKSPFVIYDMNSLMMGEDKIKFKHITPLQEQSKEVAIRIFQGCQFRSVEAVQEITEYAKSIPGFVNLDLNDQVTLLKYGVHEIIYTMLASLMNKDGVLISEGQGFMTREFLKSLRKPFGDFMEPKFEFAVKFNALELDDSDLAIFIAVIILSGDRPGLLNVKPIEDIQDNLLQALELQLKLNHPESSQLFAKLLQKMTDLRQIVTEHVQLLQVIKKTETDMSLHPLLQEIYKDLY
bIAP inh: blocks bovine intestinal alkaline phosphatase activity. purified bovine IAP, CDP-star luminescence, 30 min. inhibition, % at 20 µM. 190,000 tested, under 10 active. AID 1019;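 active = over 50% inhibition of intestinal alkaline phosphatase at 20 µM in the single-dose screen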
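Incubation: 30 min reaction at room temperature / Material: purified bovine intestinal alkaline phosphatase (IAP) enzyme / Input: enzyme at 1/65,000,000 dilution / Dosing: 20 µM single dose / Signal: CDP-star luminescence signal / Reagent: CDP-star chemiluminescent phosphatase substrate, 30 µM final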
PPARg SRC-3 ag: PPARgamma-driven SRC-3 recruitment agonism | AID 731 | P37231 | biochemical PPARgamma/SRC-3 coactivator recruitment assay | activation, % at 8 µM | actives 0.26% (n = 200,000); in the data active = activation above about 23%;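 also: 0% = DMSO and 100% = reference agonist; some compounds past the cut are filed as inactive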
TR-FRET SRC-2 ct: counter-screen for PPARgamma SRC-2 recruitment agonists: TR-FRET artefact | stronger effect = higher value | TR-FRET ratio at 8 µM | actives 0.4% (n = 200,000); in the data active = TR-FRET ratio above about 2000; also: inactives centre near 1500
TNAP inh hiacc: inhibitors of human TNAP at high phosphate acceptor concentration | inhibition, % at 20 µM | actives 0.03% (n = 200,000) | purified TNAP, CDP-star luminescence, 1 M DEA | P05186;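 active = over 50% inhibition of tissue-nonspecific alkaline phosphatase at 20 µM in the single-dose screen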;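 also: plate controls were DMSO wells for no effect and EDTA-quenched wells as full inhibition for full effect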
Target sequence (P05186 whole entry, looked up): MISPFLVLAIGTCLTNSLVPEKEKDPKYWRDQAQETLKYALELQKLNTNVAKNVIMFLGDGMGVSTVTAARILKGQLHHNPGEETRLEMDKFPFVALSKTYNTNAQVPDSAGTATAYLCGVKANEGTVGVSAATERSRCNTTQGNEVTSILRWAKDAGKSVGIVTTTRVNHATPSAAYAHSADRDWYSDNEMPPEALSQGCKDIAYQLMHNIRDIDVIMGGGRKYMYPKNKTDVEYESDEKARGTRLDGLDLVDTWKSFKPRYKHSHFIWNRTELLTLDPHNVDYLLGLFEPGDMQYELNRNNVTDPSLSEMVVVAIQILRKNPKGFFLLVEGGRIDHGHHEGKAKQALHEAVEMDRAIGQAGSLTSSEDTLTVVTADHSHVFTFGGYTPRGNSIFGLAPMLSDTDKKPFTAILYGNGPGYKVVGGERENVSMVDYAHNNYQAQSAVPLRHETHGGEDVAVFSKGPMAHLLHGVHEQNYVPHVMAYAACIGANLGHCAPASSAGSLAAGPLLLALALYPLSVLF
TNAP act hiacc: activators of human TNAP at high phosphate acceptor concentration | activation factor at 20 µM | purified TNAP, CDP-star luminescence, 1 M DEA, 30 min; stronger effect = higher value; 0 = EDTA background, 1 = DMSO-only activity | 200,000 tested, under 10 active;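 active = activation factor at least 2 at 20 µM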
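Assay system: human TNAP; Input: enzyme diluted 1/800 final; Reagent: CDP-star luminogenic substrate at 100 µM final; Timing: 30 min, room temperature; Signal: luminescence; Evaluation: TNAP activation factor scaled between EDTA and DMSO control wells.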
TNAP inh no acc: inhibitors of human TNAP without phosphate acceptor; P05186; purified TNAP, CDP-star luminescence, 30 min; inhibition, % at 20 µM; actives 0.26% (n = 200,000);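 active = tissue-nonspecific alkaline phosphatase inhibition above about 50% at 20 µM in the single-dose screen, limit read from the data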;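 also: 0% = DMSO negative control and 100% = EDTA positive control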
PPARg SRC-1 ag: agonists of human PPARgamma SRC-1 coactivator recruitment. P37231. PPARgamma-SRC-1 coactivator recruitment biochemical assay. activation, % at 8 µM. actives 0.41% (n = 200,000); in the data active = activation above about 19%;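 also: 0% = DMSO and 100% = reference agonist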
Efa HMGR inh: E. faecalis class II HMG-CoA reductase inhibition. purified E. faecalis HMGR, NADPH absorbance 340 nm kinetic. inhibition, % at 10 µM. actives 0.41% (n = 190,000). AID 1066;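 active = inhibition above a set limit, the median over all tested compounds plus 3 SD, cut at about 9.5% in these data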;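 also: enzyme runs in reverse so mevalonate oxidation gives rising NADPH absorbance; 0% = complete reaction with DMSO and 100% = background rate lacking mevalonate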
bIAP act: intestinal alkaline phosphatase (bovine) activation; purified bovine IAP, CDP-star luminescence, 30 min; stronger effect = higher value; fold of DMSO-control signal, blank-subtracted; activation factor at 20 µM; actives 0.17% (n = 200,000); AID 1016;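 active = activation factor of 2 or more at 20 µM, a signal rise over negative controls twice the positive control's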
Active calls of the source: *.

Screening COC(=O)/C=C1\OC(c2ccccc2)=CC1=O returned PPARg SRC-2 ag 3.5, bIAP inh 5.2, PPARg SRC-3 ag 1.4, TR-FRET SRC-2 ct 1459, TNAP inh hiacc -0.3, TNAP act hiacc 1, TNAP inh no acc -9.6, PPARg SRC-1 ag 2.9, Efa HMGR inh 3.0 and bIAP act 0.9.
For Cc1ccc(Cn2nc(C)c(NC(=O)CCCn3nc(C)c([N+](=O)[O-])c3C)c2C)cc1 the results were PPARg SRC-2 ag 0.5, bIAP inh -0.6, PPARg SRC-3 ag 6.3, TR-FRET SRC-2 ct 1777, TNAP inh hiacc -3.0, TNAP act hiacc 1, TNAP inh no acc -26.7, PPARg SRC-1 ag -0.9, Efa HMGR inh -8.3 and bIAP act 1.
For Oc1ccc(Cl)cc1/C=C/c1ccc2cccc(O)c2n1 the results were PPARg SRC-2 ag 4.3, bIAP inh -6.6, PPARg SRC-3 ag 5.6, TR-FRET SRC-2 ct 1611, TNAP inh hiacc 7.2, TNAP act hiacc 0.9, TNAP inh no acc 7.5, PPARg SRC-1 ag 1.3, Efa HMGR inh -0.5 and bIAP act 1.1.
CC1=C(C)C(=O)C(N2CCOCC2)=CC1=O was read as PPARg SRC-2 ag 7.5, bIAP inh 13.5, PPARg SRC-3 ag 5.7, TR-FRET SRC-2 ct 1706, TNAP inh hiacc 14.7, TNAP act hiacc 0.9, TNAP inh no acc 2.8, PPARg SRC-1 ag 6.0, Efa HMGR inh -16.8 and bIAP act 0.9.
Cc1onc(-c2ccccc2)c1C(=O)NCC1CCN(C(=O)c2c(-c3ccccc3)noc2C)CC1 was read as PPARg SRC-2 ag 2.5, bIAP inh -4.9, PPARg SRC-3 ag -3.3, TR-FRET SRC-2 ct 1534, TNAP inh hiacc -6.4, TNAP act hiacc 1.1, TNAP inh no acc -8.1, PPARg SRC-1 ag -2.4, Efa HMGR inh 2.0 and bIAP act 1.
Cn1c(CSc2nc3ccccc3s2)nnc1SCC(=O)NCc1ccccn1 was read as PPARg SRC-2 ag 11.0, bIAP inh 14.7, PPARg SRC-3 ag -3.2, TR-FRET SRC-2 ct 1626, TNAP inh hiacc 0.3, TNAP act hiacc 1, TNAP inh no acc -5.6, PPARg SRC-1 ag 4.7, Efa HMGR inh -10.5 and bIAP act 0.9.
Screening Cc1cccc(/C=C/C(=O)c2cc(Br)ccc(=O)c2O)c1 returned PPARg SRC-2 ag 4.2, bIAP inh 5.4, PPARg SRC-3 ag 10.6, TR-FRET SRC-2 ct 1451, TNAP inh hiacc 9.8, TNAP act hiacc 0.9, TNAP inh no acc 9.4, PPARg SRC-1 ag 8.6, Efa HMGR inh -6.2 and bIAP act 0.9.
Screening CC(=O)c1c(C)[nH]c(C(=O)CSc2nnc(-c3ccccc3)o2)c1C returned PPARg SRC-2 ag 13.6, bIAP inh 5.4, PPARg SRC-3 ag 17.8, TR-FRET SRC-2 ct 1759, TNAP inh hiacc -4.3, TNAP act hiacc 1, TNAP inh no acc -7.6, PPARg SRC-1 ag -2.5, Efa HMGR inh -3.2 and bIAP act 0.9.
Screening CCOC(=O)C1CCN(S(=O)(=O)c2nc3nc(C)cc(C)n3n2)CC1 returned PPARg SRC-2 ag 1.5, bIAP inh 4.6, PPARg SRC-3 ag -0.9, TR-FRET SRC-2 ct 1670, TNAP inh hiacc 0.3, TNAP act hiacc 1, TNAP inh no acc -7.9, PPARg SRC-1 ag -0.8, Efa HMGR inh -1.0 and bIAP act 1.
`CC1=N/C(=C\c2ccc([N+](=O)[O-])cc2)C(=O)N1c1ccc(Cl)cc1` gave PPARg SRC-2 ag 3.7, bIAP inh 2.4, PPARg SRC-3 ag 22.0, TR-FRET SRC-2 ct 1559, TNAP inh hiacc 0.3, TNAP act hiacc 1, TNAP inh no acc -3.7, PPARg SRC-1 ag 4.7, Efa HMGR inh -2.2 and bIAP act 1.
For COC(=O)c1ccc(NC(=O)CS(=O)(=O)Cc2ccccc2)cc1 the results were PPARg SRC-2 ag -2.2, bIAP inh 3.2, PPARg SRC-3 ag -2.5, TR-FRET SRC-2 ct 1713, TNAP inh hiacc -5.3, TNAP act hiacc 1.1, TNAP inh no acc -13.5, PPARg SRC-1 ag -2.1, Efa HMGR inh -3.3 and bIAP act 1.
O=[N+]([O-])C(/C=C(\Cl)[N+](=O)[O-])=C(N1CCCCC1)N1CCCCC1 was read as PPARg SRC-2 ag -3.1, bIAP inh 37.1, PPARg SRC-3 ag 0.7, TR-FRET SRC-2 ct 1550, TNAP inh hiacc 19.1, TNAP act hiacc 0.8, TNAP inh no acc -11.3, PPARg SRC-1 ag -2.3, Efa HMGR inh -0.4 and bIAP act 0.6.
`CC(C)=CC(=O)OCC(=O)Nc1ccc(F)cc1Cl` gave PPARg SRC-2 ag -7.8, bIAP inh 10.4, PPARg SRC-3 ag -6.5, TR-FRET SRC-2 ct 1384, TNAP inh hiacc -10.3, TNAP act hiacc 1.1, TNAP inh no acc -2.7, PPARg SRC-1 ag 6.0, Efa HMGR inh 0.4 and bIAP act 0.9.
Screening Clc1ccc(OCCN2CCCCC2)cc1Cl returned PPARg SRC-2 ag 8.8, bIAP inh 23.3, PPARg SRC-3 ag 5.8, TR-FRET SRC-2 ct 1537, TNAP inh hiacc 0.9, TNAP act hiacc 1, TNAP inh no acc -11.9, PPARg SRC-1 ag 10.5, Efa HMGR inh -4.4 and bIAP act 0.8.
For COc1ccc(-c2noc(-c3ccc(Cl)cc3[N+](=O)[O-])n2)cc1OC the results were PPARg SRC-2 ag 2.7, bIAP inh -0.9, PPARg SRC-3 ag -2.9, TR-FRET SRC-2 ct 1420, TNAP inh hiacc -3.4, TNAP act hiacc 1, TNAP inh no acc 19.3, PPARg SRC-1 ag 1.8, Efa HMGR inh 0.0 and bIAP act 1.
O=C(Nc1cccc(Cl)c1)OCc1ccccn1 was read as PPARg SRC-2 ag 2.7, bIAP inh 10.7, PPARg SRC-3 ag 3.8, TR-FRET SRC-2 ct 1624, TNAP inh hiacc -4.5, TNAP act hiacc 1, TNAP inh no acc -13.3, PPARg SRC-1 ag 4.5, Efa HMGR inh -1.6 and bIAP act 0.9.
Screening COc1cccc(-c2noc(C3CCCN(C(=O)Cc4ccccc4)C3)n2)c1 (centres undefined) returned PPARg SRC-2 ag 7.6, bIAP inh -3.6, PPARg SRC-3 ag 12.3, TR-FRET SRC-2 ct 1800, TNAP inh hiacc -3.8, TNAP act hiacc 1, TNAP inh no acc -11.6, PPARg SRC-1 ag -1.3, Efa HMGR inh -0.5 and bIAP act 1.
Screening Cc1ccccc1NC(=O)c1ccc(S(=O)(=O)C(F)F)cc1 returned PPARg SRC-2 ag 3.1, bIAP inh 30.0, PPARg SRC-3 ag 1.7, TR-FRET SRC-2 ct 1419, TNAP inh hiacc -5.9, TNAP act hiacc 1.1, TNAP inh no acc -6.2, PPARg SRC-1 ag -8.6, Efa HMGR inh -5.1 and bIAP act 0.7.
`CCC(C)NC(=O)c1ccccc1-c1nc2ccccc2[nH]1` (centres undefined) gave PPARg SRC-2 ag 3.0, bIAP inh 11.0, PPARg SRC-3 ag 0.4, TR-FRET SRC-2 ct 1746, TNAP inh hiacc -2.8, TNAP act hiacc 1, TNAP inh no acc -12.1, PPARg SRC-1 ag 10.3, Efa HMGR inh 2.6 and bIAP act 0.9.
For CCc1nc2ccc(C)cc2c(C(=O)Oc2cccc3cccnc23)c1C the results were PPARg SRC-2 ag 4.5, bIAP inh 0.3, PPARg SRC-3 ag 12.5, TR-FRET SRC-2 ct 1811, TNAP inh hiacc 0.3, TNAP act hiacc 1, TNAP inh no acc 1.3, PPARg SRC-1 ag 0.3, Efa HMGR inh -2.2 and bIAP act 1.
CN(CCC#N)S(=O)(=O)c1ccc2[nH]cc(C(=O)NCCc3ccccc3)c(=O)c2c1 was read as PPARg SRC-2 ag 5.6, bIAP inh 4.2, PPARg SRC-3 ag 1.5, TR-FRET SRC-2 ct 1357, TNAP inh hiacc -2.4, TNAP act hiacc 1, TNAP inh no acc -7.8, PPARg SRC-1 ag 1.3, Efa HMGR inh -0.9 and bIAP act 1.
`O=C1c2cccc(OCC(=O)N3N=C(c4cccs4)CC3c3ccc(F)cc3)c2CCN1Cc1ccccc1` (centres undefined) gave PPARg SRC-2 ag 0.8, bIAP inh -5.9, PPARg SRC-3 ag 3.9, TR-FRET SRC-2 ct 1691, TNAP inh hiacc -7.5, TNAP act hiacc 1.1, TNAP inh no acc -16.2, PPARg SRC-1 ag 3.0, Efa HMGR inh -3.2 and bIAP act 1.1.
Nc1sccc1C(=O)c1ccccc1 was read as PPARg SRC-2 ag 9.4, bIAP inh 16.1, PPARg SRC-3 ag -10.2, TR-FRET SRC-2 ct 1449, TNAP inh hiacc -2.2, TNAP act hiacc 1, TNAP inh no acc -95.0, PPARg SRC-1 ag 6.2, Efa HMGR inh 1.7 and bIAP act 0.8.
For CN(C)CCOC(=O)C12CC3(C)CC(C)(CC(C)(C3)C1)C2 the results were PPARg SRC-2 ag 13.5, bIAP inh 1.9, PPARg SRC-3 ag 16.8, TR-FRET SRC-2 ct 1584, TNAP inh hiacc -4.1, TNAP act hiacc 1, TNAP inh no acc 0.8, PPARg SRC-1 ag 8.1, Efa HMGR inh 0.7 and bIAP act 1.
For CC(C)NC(=O)c1ccc(C2SCC(=O)N2Cc2ccccc2)cc1 (centres undefined) the results were PPARg SRC-2 ag 3.1, bIAP inh -0.6, PPARg SRC-3 ag -12.9, TR-FRET SRC-2 ct 1676, TNAP inh hiacc -0.8, TNAP act hiacc 1, TNAP inh no acc 2.4, PPARg SRC-1 ag 3.0, Efa HMGR inh -3.4 and bIAP act 1.
CCOC(=O)c1sc(=S)n(-c2ccccc2)c1SC was read as PPARg SRC-2 ag -1.1, bIAP inh 2.3, PPARg SRC-3 ag 3.3, TR-FRET SRC-2 ct 1626, TNAP inh hiacc -1.4, TNAP act hiacc 1, TNAP inh no acc -7.5, PPARg SRC-1 ag -2.8, Efa HMGR inh 1.9 and bIAP act 1.
`Cc1ccc(-c2c(C#N)c(N)n(-c3ccc(C)cc3)c(=O)c2C#N)cc1` gave PPARg SRC-2 ag 15.3, bIAP inh 13.2, PPARg SRC-3 ag 5.0, TR-FRET SRC-2 ct 1654, TNAP inh hiacc 0.4, TNAP act hiacc 1, TNAP inh no acc -6.8, PPARg SRC-1 ag 1.5, Efa HMGR inh -3.3 and bIAP act 0.9.
For O=C(Nc1cc2c(cc1Br)OCCCO2)c1ccccc1 the results were PPARg SRC-2 ag -1.1, bIAP inh -5.8, PPARg SRC-3 ag -4.4, TR-FRET SRC-2 ct 1668, TNAP inh hiacc -2.8, TNAP act hiacc 1, TNAP inh no acc -8.2, PPARg SRC-1 ag -3.5, Efa HMGR inh -5.8 and bIAP act 1.1.
O=[N+]([O-])c1ccc(/C=C/c2nc3ccc([N+](=O)[O-])cc3[nH]2)cc1 was read as PPARg SRC-2 ag 6.8, bIAP inh -40.8, PPARg SRC-3 ag 0.7, TR-FRET SRC-2 ct 1534, TNAP inh hiacc 7.7, TNAP act hiacc 0.9, TNAP inh no acc -9.6, PPARg SRC-1 ag 6.7, Efa HMGR inh -4.0 and bIAP act 1.4.
